Lipid droplet: modulators of hepatic lipid droplet formation; inhibition, % at 6.5 µM; AID 1656; hit rate 0.4% among 240,000; AML12 mouse hepatocytes, oleate lipid droplets, BODIPY imaging;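 active = lipid droplet intensity inhibited by at least 50%, with more than 500 cells counted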
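Test system: AML12 hepatocytes (mouse); reagent: oleate loading, 100 µM; dosing: one dose, 6.5 µM compound; incubation: overnight exposure; signal: fluorescence imaging, 20x objective, two fields per well; read-out basis: % inhibition of corrected integrated BODIPY droplet signal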
CSM14.1 death rescue: protection against thapsigargin-triggered cell killing – 384-well, CSM14.1, ATP luminescence, primary screen (AID 1222). CSM14.1 thapsigargin-induced death rescue, ATP luminescence; higher % means a stronger effect. 190,000 tested, under 10 active. cellular ATP content (survival), % at 20 µM, or EC50 in µM where a hit was titrated;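 active = EC50 below 50 µM in the dose-response confirmation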;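 note: death triggered by thapsigargin at about 15 µM added after 2 h compound pretreatment; cell ATP read after overnight thapsigargin exposure of roughly 18 to 22 hours; normalized against plate controls of thapsigargin alone and 5% DMSO vehicle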
b-catenin transl: modulators of beta-catenin nuclear translocation; hit rate 0.3% among 190,000; nuclear translocation activity, % at 5 µM; HeLa beta-catenin nuclear translocation, immunofluorescence imaging;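 active = nuclear translocation activity above 50% at 5 µM, with a well cell count of 50 or more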;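 note: per-cell ratio of nuclear to cytoplasmic median beta-catenin stain intensity; plate controls were DMSO negative control for no effect and GSK-3 inhibitor IX positive control for full effect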
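Test system: HeLa cells, endogenous beta-catenin; Compound: single 5 µM dose plus 0.02–20 µM confirmation series; Times: compound exposure 24 h at 37°C; Signal: fluorescence imaging of beta-catenin antibody stain plus DAPI; Read-out: % activation, nuclear-to-cytoplasmic median beta-catenin signal ratio per cell.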
Dynein cargo inh: dynein cargo transport inhibition; 3617.4 mouse cells, GR-EGFP nuclear translocation imaging; test concentration mostly 20 µM; stimulated with dexamethasone, 1 µM; active compounds read low; z-score, hits read low; hit rate 0.47% among 220,000; AID 1381;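 active = plate z-score of nuclear minus cytoplasmic receptor signal below a set negative limit, without overly bright fluorescence or cell loss, cut at about -3.5 in these data, passing the limit was not always enough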;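 note: z-score of nuclear minus cytoplasmic ring GR-EGFP intensity difference per well; some compounds called inactive have numbers as strong as hits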
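Buffer or medium – tet-free medium with charcoal-stripped serum · Signal – automated 10x imaging of fixed Hoechst-stained cells · Also added – dexamethasone agonist, 1.0 µM final, for 30 min · Incubation – induction 48 h, compound 1 h, agonist 30 min · Read-out – GR-EGFP nuclear translocation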
Insulin prom up: MIN6 insulin promoter up-regulation; MIN6 insulin promoter-GFP reporter, high-content imaging; active compounds read high; z-score at 5 µM; hit rate 0.3% among 190,000;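 active = z-score above 3 at 5 µM with at least 500 cells counted in the well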
WT yeast gro inh: growth inhibition of WT yeast, mitochondrial fusion screen; hit rate 2.1% among 190,000; inhibition, % at 10 µM; mitochondrial fusion phenotypic screen, WT strain; AID 1362; in the data active = inhibition above about 58%; tested in S. cerevisiae
Autophagy mod: modulators of autophagy. MEF GFP-LC3 puncta imaging; test concentration mostly 10 µM. calls only at 10 µM (by protocol). hit rate 0.98% among 190,000. AID 463193;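 active = percentage of spot-positive cells more than 3 SD above its plate mean, without a fluorescence outlier flag or 80% toxicity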;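 note: spot-positive cell cutoff set from DMSO-treated cells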
MT stabilizer: microtubule stabilization, imaging screen | AID 2205 | hit rate 0.83% among 200,000 | % tubulin-high responders, % at 10 µM | HeLa tubulin immunostaining HCS, 24 h; share of cells brighter than vehicle mean+2SD;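 active = plate Z-score above 3 for both tubulin-high and condensed-nucleus cell shares, with cell loss under 80%, at 10 µM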;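 note: anti alpha tubulin signal scored within the nucleus-defined area of each cell; some results filed as inactive read as strong as hits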
XIAP antagonists: small molecules displacing peptide from XIAP – biochemical, IAP family, fluorescence polarization (AID 1018). displacement, % at 20 µM, or IC50 in µM where a hit was titrated. XIAP BIR domain, fluorescence polarization peptide displacement; higher % means a stronger effect. hit rate 0.007% among 200,000; in the data active = displacement above about 50%; note: a part of the inactive calls stands beside numbers as strong as those of hits
WT yeast gro inh mutant strain: second read-out of WT yeast gro inh, no call of its own (marks repeat the call); inhibition, %; mitochondrial fusion phenotypic screen, mutant strain inhibition
Dynein cargo inh cytoplasmic EGFP: recorded beside Dynein cargo inh, whose call it bears; z-score; measured here: cytoplasmic GR-EGFP intensity; active compounds read high
Dynein cargo inh nuclear GR-EGFP: second read-out of Dynein cargo inh, no call of its own (marks repeat the call); z-score; measured here: nuclear GR-EGFP intensity;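 lower value marks the stronger effect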
Dynein cargo inh cell count: also measured in Dynein cargo inh; calls as there; z-score; measured here: cell count per field
Insulin prom up cell count: recorded beside Insulin prom up, whose call it bears; cell count; measured here: cytotoxicity, nuclei count;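 total cells summed across four imaged fields per well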
Lipid droplet cells 6.5 µM: further read-out of Lipid droplet, marked with its call; cell count; measured here: cell count, cytotoxicity flag;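 cells counted across two imaged fields per well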
b-catenin transl cell count 5 µM: recorded beside b-catenin transl, whose call it bears; cell count; measured here: cell count, cytotoxicity flag
MT stabilizer Hoechst-high %: also measured in MT stabilizer; calls as there; % Hoechst-high responders; measured here: nuclear condensation Hoechst responders;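 share of cells brighter than vehicle mean plus two SD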
MT stabilizer cytotoxicity %: second read-out of MT stabilizer, no call of its own (marks repeat the call); toxicity, %; measured here: cytotoxicity by cell density;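 0% = mean cell density of plate MIN control wells and 100% = no cells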
Autophagy mod cell loss 18 h: second read-out of Autophagy mod, no call of its own (marks repeat the call); toxicity, %; measured here: cell loss, nuclei count;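 cell loss after 18 h compound exposure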
Starred values were filed as active, the others as inactive; i = inactive; · = not tested or not shown. Not a hit list; overall some 4% were active at least once.

SMILES | Lipid droplet | Lipid droplet cells 6.5 µM | CSM14.1 death rescue | b-catenin transl | b-catenin transl cell count 5 µM | Dynein cargo inh | Dynein cargo inh cytoplasmic EGFP | Dynein cargo inh nuclear GR-EGFP | Dynein cargo inh cell count | Insulin prom up | Insulin prom up cell count | WT yeast gro inh | WT yeast gro inh mutant strain | Autophagy mod | Autophagy mod cell loss 18 h | MT stabilizer | MT stabilizer Hoechst-high % | MT stabilizer cytotoxicity % | XIAP antagonists
COCCN(Cc1cc2ccc(C)cc2n2nnnc12)Cc1nnnn1C(C)(C)C | -9.2 | 745 | -1.8% | -6.8 | 1169 | -0.934 | -0.278 | -0.524 | 0.684 | -0.09 | 985 | 2.7 | 8.0 | i | 2.4 | 3.0 | 1.3 | 5.7 | -1.4%
COC(=O)C1C2C=CC3(CN(C(C)C)C(=O)C13)O2 (stereo not drawn) | · | · | 0.5% | · | · | 2.35 | 0.0544 | 1.83 | -1.36 | 0.4 | 799 | 17.7 | 2.2 | i | -3.6 | 1.8 | 3.8 | 9.1 | -3.2%
CC(C)(C)[C@H]1C=C(C(=O)NCc2ccccc2)O[C@@H](OCc2ccc(CO)cc2)C1 | -7.5 | 751 | 3.9% | -1.6 | 1101 | -0.954 | -0.157 | -0.227 | 0.444 | -0.47 | 1347 | 11.4 | -2.0 | i | -0.9 | 2.5 | 1.3 | 5.8 | -4.5%
CCCC1S/C(=N/N=C/c2ccco2)NC1=O (stereo not drawn) | -0.6 | 638 | -3.9% | · | · | -0.318 | -0.226 | -0.226 | 1.6 | 0.68 | 1344 | 8.8 | 2.0 | i | -0.5 | 2.7 | 2.7 | 5.2 | -1.2%
O=C(CCN1CCN(c2ccccc2)CC1)Nc1cccc(Br)c1 | -15.5 | 670 | 0.1% | 0.8 | 960 | 0.254 | -0.348 | 0.396 | -0.89 | -0.53 | 1121 | -0.1 | 22.0 | i | 2.9 | 3.4 | 2.0 | 8.1 | -4.5%
O=C(Cc1ccccc1)N1CCCC(c2nc(-c3ccc(S(=O)(=O)N4CCCC4)cc3)no2)C1 (stereo not drawn) | 13.4 | 825 | 0.7% | · | · | 0.653 | -0.242 | -0.0245 | -0.166 | · | · | -1.3 | -3.0 | i | 4.7 | 1.0 | 1.0 | 3.3 | -5.2%
Cn1c(-c2cccc(Br)c2)n[nH]c1=O | -8.4 | 493 | -1.9% | 1.5 | 1065 | -0.663 | -0.232 | -0.0785 | 0.0251 | · | · | 5.4 | -2.3 | i | 17.3 | 2.7 | 1.1 | 5.5 | -20.8%
COc1ccc(NC(=O)c2ccc(F)cc2)cc1S(=O)(=O)Nc1cc(C)ccc1Br | 15.2 | 586 | 0.1% | 0.9 | 958 | -0.00586 | 0.101 | -0.0789 | -0.506 | · | · | 12.0 | -10.0 | i | 6.0 | 16.3* | 29.7* | 33.3* | -2.4%
Cc1ccc(NC(=O)COC(=O)CCc2ccc(S(=O)(=O)N3CCOCC3)cc2)c(C)c1 | -1.1 | 715 | -1.0% | -3.9 | 1119 | -0.36 | -0.246 | 0.314 | 0.119 | 0.04 | 1509 | -2.8 | -6.2 | i | 1.4 | 2.3 | 1.7 | 4.7 | -6.3%
CC1C(=O)CC(c2ccccc2)NC1c1ccccc1 (stereo not drawn) | 8.6 | 780 | -0.8% | · | · | -0.598 | 0.0633 | -0.0365 | 0.732 | 0.21 | 802 | 17.7 | 3.9 | i | 0.6 | 1.9 | 1.5 | 2.7 | -2.5%
O=C(CO)N/N=C/c1ccccc1F | · | · | -1.8% | -0.2 | 1361 | 0.777 | -0.212 | 0.751 | 0.164 | 0.3 | 1491 | -6.0 | 8.0 | i | 13.1 | 3.1 | 1.6 | 7.7 | -4.6%
CCOC(=O)N1CCN(C(=O)Cn2cc3c(n2)CCCC3)CC1 | -14.3 | 742 | -3.7% | 0.5 | 951 | -1.49 | -0.161 | -0.274 | -0.0127 | -0.15 | 1284 | 10.6 | 9.8 | i | 4.1 | 2.8 | 2.3 | 8.4 | 0.9%
CCCC(=O)OCCNc1cc(SCc2ccco2)c2nonc2c1[N+](=O)[O-] | -1.5 | 627 | 0.2% | 1.9 | 1027 | -3.91* | 0.394* | -2.38* | 1.37* | 0.43 | 1273 | 17.7 | -18.6 | i | 9.7 | 2.2 | 2.1 | 3.9 | -11.2%
CC1(C)CC(=O)C2=C(C1)NC1=C(C(=O)c3ccccc31)C2c1cccnc1 (stereo not drawn) | 7.7 | 747 | -1.5% | -0.2 | 882 | 1.83 | -0.105 | 0.547 | -0.479 | · | · | 2.4 | -9.1 | i | -11.5 | 1.6 | 3.0 | 11.0 | -3.5%
CNC(=O)c1ccccc1NC(=O)c1cccc(S(=O)(=O)N2CCC(C)CC2)c1 | -20.8 | 789 | 1.1% | -0.4 | 965 | 0.486 | -0.187 | 0.67 | 0.453 | 0.22 | 1175 | 2.3 | 1.1 | i | 10.2 | 5.1 | 2.4 | 11.1 | -7.8%
O=C(CCc1nc2ccccc2s1)Nc1ccccc1 | 25.1 | 682 | -1.1% | -1.6 | 1153 | 0.451 | -0.245 | 0.0962 | -0.712 | 0.01 | 1532 | -11.2 | 5.0 | i | 0.4 | 2.1 | 2.7 | 8.1 | -6.1%
O=C(Nc1ccccc1NC(=O)C1CCCO1)c1ccco1 (stereo not drawn) | 1.0 | 738 | 0.2% | 0.8 | 1441 | -0.548 | -0.285 | -0.354 | 0.796 | -0.28 | 1501 | 11.6 | 10.8 | i | 11.5 | 1.9 | 2.2 | 0.8 | -0.2%
CC(=O)c1c(C)[nH]c(C(=O)NC2=NCCS2)c1C | 10.1 | 723 | -2.8% | -0.8 | 1051 | -0.286 | -0.243 | 0.122 | 0.643 | -0.45 | 1635 | 2.8 | -2.0 | i | -8.1 | 2.4 | 2.4 | 14.8 | 1.0%
CCOC(=O)C(C)(C)N(Cc1ccc(C)cc1)S(=O)(=O)c1ccc(Cl)c([N+](=O)[O-])c1 | 3.8 | 626 | -0.8% | -2.1 | 1063 | -0.368 | -0.136 | -0.411 | -0.439 | 0.15 | 1317 | 38.1 | 6.0 | i | 13.1 | 4.3 | 3.4 | 7.0 | -2.6%
Oc1sc(C=Nc2ccc(F)cc2)c2ccccc12 | 13.4 | 701 | -2.7% | 0.1 | 1051 | -1.07 | 0.817 | -0.617 | 0.423 | 0.22 | 1727 | 14.4 | 19.7 | i | 34.3 | 2.1 | 1.5 | 3.9 | -2.0%
O=C(COc1ccccc1)N1CCN(S(=O)(=O)c2cccs2)CC1 | 1.4 | 744 | -0.7% | 1.9 | 1105 | -0.921 | -0.172 | -0.14 | 0.0922 | 0.4 | 1172 | 4.5 | 1.4 | i | 12.4 | 6.8 | 2.2 | 5.1 | -3.6%
C/C(=C\C(=O)c1ccc(C)o1)Nc1ccc(C(=O)O)cc1C | -12.0 | 619 | -0.7% | -1.5 | 1051 | 0.404 | -0.221 | 0.173 | -0.0333 | · | · | -8.0 | 1.6 | i | -0.4 | 2.3 | 2.6 | 4.5 | -43.2%
Oc1ccc(Br)cc1/C=N/Nc1ncc(-c2ccccc2)cn1 | 2.3 | 719 | 0.2% | 5.0 | 1010 | -0.726 | -0.36 | -0.839 | 1.13 | -0.34 | 1152 | 2.5 | -13.8 | i | 32.4 | 5.3 | 1.5 | 8.5 | -9.5%
CC1CC(C)CN(C(=O)Cn2cc(C=O)c3ccccc32)C1 (stereo not drawn) | -19.6 | 688 | 0.4% | 0.5 | 1052 | 0.944 | -0.0337 | 1.47 | -3.12 | -0.72 | 1239 | 17.2 | 16.0 | i | 9.9 | 2.8 | 1.7 | 2.6 | -0.6%
O=C(CN1CCN(c2ccccc2F)CC1)Nc1ccc2c(c1)CCC2 | -10.4 | 722 | -2.4% | 2.5 | 475 | -0.0105 | -0.22 | 0.231 | -0.136 | -0.06 | 1305 | 2.8 | -28.2 | i | 5.0 | 2.3 | 2.1 | 6.5 | -11.0%
CCOC(=O)C(Cc1cc(C(C)=O)ccc1OCC)C(=O)OCC | 12.0 | 718 | 0.3% | · | · | -0.475 | -0.16 | -0.317 | 0.316 | -0.09 | 1297 | 3.3 | 4.9 | i | -1.0 | 5.4 | 0.4 | 75.6 | -2.1%
Cc1ccc(S(=O)(=O)N2CCOCC2)cc1NC(=O)COC(=O)CNC(=O)c1ccc(Oc2ccccc2)cc1 | -16.4 | 662 | 1.1% | -1.8 | 986 | -0.325 | -0.223 | -0.0947 | 0.881 | 0.2 | 1354 | -3.4 | 19.3 | i | -3.9 | 3.6 | 2.8 | 1.5 | -10.2%
CC(C)(O)[C@@H]1Cc2c(ccc3ccc(=O)oc23)O1 | 8.7 | 762 | -2.8% | · | · | 0.356 | -0.301 | 0.489 | 0.178 | 0.53 | 1194 | -10.1 | -4.4 | i | -14.5 | 4.2 | 2.8 | 3.7 | -5.3%
COC(=O)c1ccc(CSc2nnc(NC(=O)C3CC(=O)N(Cc4ccc(C)cc4)C3)s2)cc1 (stereo not drawn) | · | · | -1.3% | · | · | 0.37 | -0.0912 | -0.0285 | -0.238 | -0.27 | 1372 | 11.7 | -9.8 | i | 20.6 | 3.1 | 0.9 | 5.6 | -1.2%

Part of the list above, reduced to CSM14.1 death rescue:
SMILES	CSM14.1 death rescue
CCOC(=O)C(Cc1cc(C(C)=O)ccc1OCC)C(=O)OCC	0.3%
Cc1ccc(S(=O)(=O)N2CCOCC2)cc1NC(=O)COC(=O)CNC(=O)c1ccc(Oc2ccccc2)cc1	1.1%
